Bioassay records (PubChem BioAssay)
tim10-1 inh: tim10-1 yeast growth inhibition; S. cerevisiae tim10-1 ts strain growth, BacTiter-Glo, 24 h; actives 2.2% (n = 330,000); inhibition, % at 20 µM;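 active = inhibition of at least 40%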;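 note: mutant grown at 25 °C; 0% = DMSO wells with yeast and 100% = wells holding no yeast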
TIM10 inh: TIM10 yeast growth inhibition; inhibition, % at 10 µM; S. cerevisiae TIM10 strain growth, BacTiter-Glo luminescence, 24 h; AID 463195; actives 1.4% (n = 330,000);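 active = inhibition of 40% or more at the single tested concentration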;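 note: wild-type TIM10 isogenic control strain grown at permissive 25 °C; 0% = DMSO yeast wells and 100% = minimal medium wells without yeast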
NLRP3 yeast inh: inhibitors of NALP3 inflammasome in yeast; AID 2825; actives 0.39% (n = 330,000); inhibition, % at 10 µM; Yeast reconstituted NLRP3/ASC/caspase-1, beta-gal luminescence, 24 h;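 active = inhibition of 50% or more; inactive = inhibition below 50%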;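 note: plate controls were induced DMSO wells for no effect and uninduced yeast grown without galactose for full effect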
hIAP inh: human IAP inhibition. AID 2544. purified IAP, CDP-Star luminescence, 30 min. P09923. inhibition, % at 10 µM. actives 0.12% (n = 330,000);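 active = inhibition reaching a set limit with compound at 10 µM in the primary screen, cut at about 35% in these data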;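 note: plate controls were DMSO wells with enzyme for no effect and no-enzyme buffer wells for full effect; values of inactives mirror those of a sister screen read the other way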
Target sequence (P09923 whole entry, looked up): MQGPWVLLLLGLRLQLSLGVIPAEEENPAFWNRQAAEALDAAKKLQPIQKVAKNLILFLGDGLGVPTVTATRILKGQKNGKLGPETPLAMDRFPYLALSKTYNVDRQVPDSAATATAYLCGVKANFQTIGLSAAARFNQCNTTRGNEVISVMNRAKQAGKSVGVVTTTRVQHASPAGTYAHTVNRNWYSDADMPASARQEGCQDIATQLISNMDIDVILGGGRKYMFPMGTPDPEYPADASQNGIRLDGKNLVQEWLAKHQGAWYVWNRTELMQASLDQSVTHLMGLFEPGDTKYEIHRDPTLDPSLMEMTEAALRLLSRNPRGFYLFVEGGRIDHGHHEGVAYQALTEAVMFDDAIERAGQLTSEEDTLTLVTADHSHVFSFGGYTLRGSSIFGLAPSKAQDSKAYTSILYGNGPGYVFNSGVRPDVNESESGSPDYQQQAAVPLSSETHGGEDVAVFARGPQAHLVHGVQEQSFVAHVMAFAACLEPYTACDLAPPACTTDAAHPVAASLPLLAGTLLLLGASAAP
MIN6 prolif: induces beta-cell replication in MIN6 cells. MIN6 cells proliferation, ATPlite luminescence, 48 h; cells starved in 0.2% serum; 100% = growth in 10% serum. proliferation, % at 10 µM. actives 0.29% (n = 330,000);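 active = compounds whose signal lies at least 3.5 SD above the mean of all wells on their plate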;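 note: 0% = DMSO-treated cells in low-serum medium and 100% = 10% serum control; some compounds called inactive have numbers as strong as hits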
A3A deaminase: human APOBEC3A DNA deaminase inhibition; P31941; recombinant A3A, FAM/TAMRA ssDNA deamination fluorescence; inhibition, % at 20 µM; actives 0.41% (n = 330,000); AID 493011;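 active = at least 40% inhibition at 20 µM here, with at most 30% in a related deaminase screen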;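 note: plate controls were A3A with DMSO for no effect and wells lacking A3A enzyme for full effect; some results filed as inactive read as strong as hits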
mIAP inh: mouse IAP inhibition; purified mouse IAP, CDP-Star luminescence, 30 min; actives 0.2% (n = 330,000); inhibition, % at 10 µM; AID 2806;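 active = inhibition of at least 40% at 10 µM in the primary screen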;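 note: plate controls were DMSO with enzyme for no effect and no enzyme wells for full effect; values of inactives mirror those of a sister screen read the other way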
mIAP act: mouse IAP activation; muIAP, CDP-Star luminescence, 30 min; stronger effect = higher value; 1 = vehicle-only enzyme signal, 0 = enzyme-free wells; activation factor at 10 µM; actives 0.24% (n = 330,000);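 active = activation factor of at least 2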; note: the source names both 10 and 20 µM as test concentration; values of inactives mirror those of a sister screen read the other way
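System: mouse IAP enzyme. Reagent: CDP-Star chemiluminescent phosphatase substrate. Benchmarks: DMSO wells, no-enzyme wells. Times: 30 min enzyme-substrate-compound incubation at room temperature. Detection: luminescence from enzymatic CDP-Star hydrolysis. Doses: test compounds delivered from DMSO solution.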
APOBEC3G inh: APOBEC3G (human) deaminase inhibition; AID 493012; recombinant A3G, ssDNA deamination FAM/TAMRA fluorescence; Q9HC16; inhibition, % at 20 µM; actives 0.28% (n = 330,000);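 active = inhibition of at least 40% at 20 µM, with no more than 30% in the related APOBEC3A deaminase screen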;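 note: plate controls were DMSO wells with A3G for no effect and wells lacking A3G enzyme for full effect; some compounds called inactive have numbers as strong as hits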
Target sequence (Q9HC16 whole entry, looked up): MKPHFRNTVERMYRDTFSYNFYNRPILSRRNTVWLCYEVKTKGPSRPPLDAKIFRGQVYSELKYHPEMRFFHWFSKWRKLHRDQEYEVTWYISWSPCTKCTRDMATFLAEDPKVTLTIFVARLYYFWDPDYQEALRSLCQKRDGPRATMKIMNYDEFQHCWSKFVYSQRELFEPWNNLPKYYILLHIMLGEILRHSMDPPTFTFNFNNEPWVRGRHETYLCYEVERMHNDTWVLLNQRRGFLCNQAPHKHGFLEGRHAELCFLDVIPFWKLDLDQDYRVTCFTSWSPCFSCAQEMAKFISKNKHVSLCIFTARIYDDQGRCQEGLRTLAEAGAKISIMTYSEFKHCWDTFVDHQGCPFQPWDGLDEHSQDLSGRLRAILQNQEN
* hit, by the source's call; & = joins results of further samples.

Values run as follows: mIAP inh | A3A deaminase | mIAP act | TIM10 inh | hIAP inh | NLRP3 yeast inh | MIN6 prolif | APOBEC3G inh | tim10-1 inh
CC(=O)Nc1ccc(S(=O)(=O)NNC(=O)COc2cc(C)ccc2C(C)C)cc1
 : -18.3 | -4.6 | 1.18 | 4.8 | -20.4 | 10.9 | 0.7 | 0.9 | 14.5
CCC(CC)NC(=O)CSc1nnc(-c2ccc(OC)cc2)n1C(C)C
 : 7.6 | 0.1 | 0.924 | 1.2 | -6.6 | 2.3 | 0.3 | -2.6 | 22.5
Cc1noc(C)c1CSc1ncnc2sc3c(c12)CCC(C)C3 (stereo not given)
 : 3.8 | 0.5 | 0.962 | -12.2 | -38.2 | -0.7 | -0.9 | -4.3 | 18.9
O=C(O)C(Cc1ccccc1)NS(=O)(=O)c1ccc2c(c1)OCCO2 (stereo not given)
 : 7.5 | 1.1 | 0.925 | 1.8 | 9.2 | 3.0 | -1.1 | -0.5 | 10.6
O=c1[nH]cc(O)c(=O)[nH]1
 : 8.9 | -4.3 | 0.911 | -12.4 | -2.7 | 12.9 | -0.9 | -7.6 | -2.9
O=C1CC(c2ccc(O)cc2)Oc2cc(O)ccc21 (stereo not given)
 : 19.3 | -0.4 | 0.807 | -2.2 | 8.6 | 2.5 | 0.9 | 0.4 | -15.1
CC(=O)Nc1ccc(C(=O)NNC(=O)c2cc([N+](=O)[O-])cc([N+](=O)[O-])c2)cc1
 : 5.1 | -0.3 | 0.949 | 1.9 | -13.5 | 12.9 | 0.2 | 0.0 | 12.9
COc1ccc(/C=C/C(=O)c2cc(Cl)ccc2O)c(OC)c1
 : 12.5 | -1.3 | 0.875 | 22.5 | 6.7 | 14.3 | -5.7 | -2.6 | 18.6
O=S(=O)(Nc1ccccc1N1CCOCC1)c1ccc(F)c(Cl)c1
 : -6.6 | -4.3 | 1.07 | -26.1 | -17.3 | 11.8 | -3.8 | -7.2 | 11.7
OCc1cn(-c2ccccc2)nn1
 : -3.5 | 0.2 | 1.03 | 1.2 | 7.4 | -2.5 | -3.5 | 0.1 | -10.5
Cc1noc(C)c1COc1ccccc1C(=O)N(C)Cc1ccco1
 : 1.4 | -6.6 | 0.986 | -0.3 | 2.7 | 9.6 | -4.6 | -6.3 | -3.4
COc1ccc(/C(N)=N/OC(=O)c2c(-c3ccccc3Cl)noc2C)cc1OC
 : -10.8 | -3.1 | 1.11 | 15.8 | 6.6 | 8.0 | -4.6 | 2.0 | 22.5
Oc1ccc(/C=N/n2cc(-c3ccccc3)[nH]c2=S)cc1
 : -8.1 | -11.0 | 1.08 | 6.2 | 13.3 | 27.9 | -3.9 | 1.4 | 8.6
Cc1sc2ncnc(OCC(=O)NC3CCS(=O)(=O)C3)c2c1C (stereo not given)
 : -2.9 | -6.8 | 1.03 | -12.4 | 1.4 | -10.1 | -2.2 | -4.9 | -10.5
CC(=O)Nc1ccc(C(=O)CSc2cc(C)c3cccc(C)c3n2)cc1
 : 9.9 | 1.7 | 0.901 | -16.5 | 7.5 | 7.0 | 3.1 | -2.9 | -8.0
OCCNc1nc(NCc2ccccc2)c2ccccc2n1
 : 4.6 | -1.3 | 0.954 | -10.2 | -21.2 | 24.6 | -1.6 | -7.1 | -10.2
CCCCn1c(SCC(=O)OC)nc2c1c(=O)n(C)c(=O)n2C
 : -1.3 | 3.4 | 1.01 | -16.7 | 5.4 | -0.2 | -1.2 | -0.8 | 8.2
Cc1cc(Cl)ccc1Oc1ncc(-c2ccc(Cl)cc2)cn1
 : -0.3 | -2.5 | 1 | 7.6 | -2.2 | 17.4 | -2.1 | -6.2 | -1.8
O=C(Nc1cccc(C(=O)N2CCN(c3ccc(F)cc3)CC2)c1)c1ccccc1
 : -8.3 | 0.3 | 1.08 | 24.6 | -6.3 | -6.1 | -1.5 | -6.8 | 32.0
CCOc1ccc(OCCC(=O)OCC(=O)NCc2ccccc2)cc1
 : -3.2 | 13.7 | 1.03 | 0.8 | 4.1 | 6.3 | -2.1 | 3.0 | 3.2
CCOC(=O)c1c(NC(=O)/C=C/c2ccco2)sc(C)c1C
 : -10.5 | -1.4 | 1.1 | -6.7 | 4.8 | 22.9 | 0.9 | -1.5 | 15.1
C=C(C)CSc1nc2c(c(=O)[nH]c(=O)n2C)n1Cc1ccccc1
 : -2.4 | -3.0 | 1.02 | -41.6 | -34.7 | -0.9 | -0.2 | -8.6 | 13.1
CS(=O)(=O)N1CCN(c2ccc(Cl)cc2[N+](=O)[O-])CC1
 : 1.5 | -2.5 | 0.985 | 13.0 | 7.2 | 10.4 | 0.0 | -4.0 | 8.4
COc1ccccc1NC(=O)C1CCCN(S(=O)(=O)c2cnc[nH]2)C1 (stereo not given)
 : 3.8 | -0.4 | 0.962 | 5.3 | 19.9 | -4.8 | 0.7 | -3.9 | -13.1
Cc1[nH]c2ccccc2c1SCC(=O)N1CCCCCC1
 : 11.6 | 2.0 | 0.884 | 8.9 | 6.9 | 19.2 | -2.8 | 2.6 | 12.5
Cc1cc(C)n(C(=O)Cn2nc(C)c(Cl)c2C)n1
 : -9.0 | 5.6 | 1.09 | -0.7 | -11.0 | 26.2 | -1.7 | -1.8 | 20.2
Cc1ccc(/C=c2\sc3n(c2=O)CN(c2ccc(Br)cc2)CN=3)o1
 : 19.1 | -2.6 | 0.809 | -8.6 | 1.2 | 9.3 | -1.3 | -1.2 | 18.4
O=C(c1cccs1)n1nc(-c2ccccc2)nc1NCc1ccc(F)cc1
 : 4.9 | 3.7 | 0.951 | 4.6 | 2.9 | 18.1 | -5.7 | 0.5 | 16.0
CCNC(=S)N1C2CCC1CC(NC(=O)NC1CCCCC1)C2 (stereo not given)
 : -0.5 | -7.0 | 1 | 9.1 | 1.1 | 7.6 | -1.1 | -7.7 | 10.0
Cc1[nH]n(-c2ccccc2)c(=O)c1N=Nc1ccccc1C(=O)N1CCCCC1
 : 12.2 | 5.8 | 0.878 | 29.0 | -7.2 | 22.3 | -2.5 | -1.2 | 22.5
C[C@]12CCC(=O)C=C1CC[C@@H]1[C@@H]2[C@@H](O)C[C@@]2(C)[C@H]1CC[C@]2(O)C(=O)COC(=O)CCC(=O)O
 : -6.7&2.5 | -5.6&3.8 | 1.07&0.975 | 6.8&10.0 | -2.5&-11.1 | 6.0&22.6 | 0.9&-2.4 | -3.5&-6.2 | 6.9&-1.1
CC(=O)NC(Cc1ccc(C)cc1)C(=O)NC1CCN(S(=O)(=O)c2ccccc2)CC1 (stereo not given)
 : 1.8 | -2.1 | 0.982 | -2.5 | 16.2 | 6.0 | -0.3 | -7.4 | 17.6
COc1ccccc1OCc1ccc(C(=O)Nc2ccccc2)cc1
 : -11.8 | -2.7 | 1.12 | -13.3 | -6.0 | 4.7 | -1.4 | -5.5 | -13.3
COc1ccc(Cl)cc1S(=O)(=O)N(C)CC(=O)N1CCCC1
 : -0.1 | 3.1 | 1 | -2.9 | -11.4 | 7.8 | 1.9 | -3.3 | 6.7
N#Cc1ccc(C23OCCN2CCn2c3c3ccccc3[n+]2[O-])cc1 (stereo not given)
 : 0.1 | -3.1 | 0.999 | 15.0 | 14.7 | 15.9 | -5.5 | -5.2 | 9.8
CCN(CC)CP(=O)(c1ccccc1)c1ccccc1
 : -5.9 | -0.6 | 1.06 | -9.9 | -19.5 | -3.2 | -0.9 | -3.9 | -16.0
CC1(c2ccccc2Br)NC(=O)N(CC(=O)NC2CCCCC2)C1=O (stereo not given)
 : 4.2 | -3.9 | 0.958 | -1.2 | -3.7 | 23.3 | -1.9 | -5.0 | -2.2
O=C(Nc1ccc(OC(F)(F)F)cc1)c1ccccc1-n1cnnn1
 : 6.1 | -2.6 | 0.939 | 10.0 | 0.0 | 5.7 | -0.2 | -8.7 | -3.4
CC(CC(=O)N(C)C1CCCCC1)S(=O)(=O)c1ccc2c(c1)NC(=O)CO2 (stereo not given)
 : 5.6 | -1.7 | 0.944 | 5.0 | 2.4 | 13.0 | 3.3 | -7.2 | -2.4
CCCOc1ccc(-c2nnc(-c3ccncc3)o2)cc1
 : -6.1 | -0.1 | 1.06 | 7.2 | -12.2 | 35.2 | -1.2 | -3.6 | 13.9
Cc1ccc(CNC(=O)C23CN(Cc4ccccc4)CC2C(c2ccc([N+](=O)[O-])cc2)=NO3)o1 (stereo not given)
 : 7.9 | -5.1 | 0.921 | 2.1 | 15.6 | -0.9 | -4.3 | -10.7 | 12.6
O=C1OCCC1Sc1nc2cc(Cl)ccc2n1Cc1ccccc1 (stereo not given)
 : -3.7 | 3.5 | 1.04 | 29.8 | -8.6 | 10.7 | 2.6 | -9.7 | 35.7
Cn1c(SC/C=C/c2ccccc2)nnc1-c1ccco1
 : 0.8 | 8.1 | 0.992 | -4.5 | 3.8 | 46.5 | -1.0 | -3.4 | -11.1
CC(C)Oc1ccc(C(=O)NCCCNC(=O)c2cccnc2)cc1
 : -5.6 | 1.6 | 1.06 | 4.2 | -68.9 | 14.5 | -4.5 | -4.2 | -7.6
O=S(=O)(Nc1cccnc1)c1cccc(C(F)(F)F)c1
 : 1.6 | -4.4 | 0.984 | 7.1 | 0.3 | 2.5 | -3.4 | -6.8 | 13.6
O=C(NCC1CC1)c1ccc2c3n(nc2c1)-c1ccccc1CO3
 : 0.5 | 0.3 | 0.995 | 44.6* | 3.3 | 24.5 | -7.5 | 1.1 | 42.2*
CC(=O)c1ccc(S(=O)(=O)N(C)CC(=O)NCC2CCCCC2)cc1
 : 7.8 | -0.6 | 0.922 | 11.6 | -6.5 | 31.2 | 0.0 | -6.0 | 5.8
Cc1ccc2nc(COc3ccc(Cl)cc3)cc(=O)n2c1
 : -4.1 | 5.6 | 1.04 | -2.3 | 1.4 | 45.0 | 0.2 | -5.8 | 9.4
COC(=O)c1cccc(Cn2cc([N+](=O)[O-])cn2)c1
 : 7.8 | 1.9 | 0.922 | 2.7 | 8.4 | 13.4 | 0.6 | -3.9 | 5.2
CCc1ccc(C(=O)c2ccccc2C(=O)O)s1
 : 2.5 | 1.6 | 0.975 | 4.4 | 9.2 | 16.5 | -1.4 | 3.6 | 15.7
O=C(NCCCN1CCOCC1)c1cc(-c2ccc(F)cc2)on1
 : 5.1 | 2.3 | 0.949 | -1.2 | 0.3 | 19.1 | -3.2 | -3.2 | -1.0
CSc1nccc(NC(=O)c2cccc(Br)c2)n1
 : -0.3 | -3.2 | 1 | 3.7 | -7.0 | 11.4 | -0.3 | -3.9 | 25.9
CCN(CC)S(=O)(=O)c1cc(NC(=O)c2cc([N+](=O)[O-])ccc2N2CCOCC2)ccc1C
 : 1.5 | 18.3 | 0.985 | 6.3 | -0.1 | 12.9 | 2.0 | -0.3 | 24.5
Cc1cc(C)cc(-n2ccnc2SCC(=O)Nc2ccc3c(c2)OCCO3)c1
 : -0.4 | -3.5 | 1 | 23.2 | -1.9 | 16.8 | 1.6 | -9.2 | 31.0
COc1ccc(CCNC(=O)C2=CCN(S(=O)(=O)c3ccc(F)cc3)CC2)cc1OC
 : -8.1 | -6.4 | 1.08 | 5.1 | -7.4 | 6.8 | -3.9 | -7.4 | -3.0
Cc1cc(-c2nnc(SCC(=O)NC3CC3)n2C(C)C)cs1
 : -1.2 | 17.2 | 1.01 | 6.2 | 2.5 | -1.9 | 3.4 | -7.0 | 6.6
CCn1c(NC(=O)c2ccc(COc3ccc(C)cc3[N+](=O)[O-])o2)nc2ccccc21
 : -3.8 | 4.9 | 1.04 | 12.8 | -2.3 | 12.0 | -4.6 | -1.8 | 6.6
